# NR2E3 ag-1: agonists of human NR2E3 nuclear receptor. inhibition of corepressor binding, % at 3.98 µM. hit rate 0.35% among 360,000. CHO-S Gal4-NCOR/VP16-NR2E3 two-hybrid, luciferase. AID 602229. Q9Y5X4;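 active means inhibition above the mean of all tested compounds plus 3 SD, cut at about 70% in these data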;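 further: 0% = DMSO with NR2E3 transfected cells and 100% = cells lacking NR2E3 construct; higher means lower luciferase signal from less NR2E3 corepressor binding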
# Target sequence (Q9Y5X4 whole entry, looked up, the tested form may be a part): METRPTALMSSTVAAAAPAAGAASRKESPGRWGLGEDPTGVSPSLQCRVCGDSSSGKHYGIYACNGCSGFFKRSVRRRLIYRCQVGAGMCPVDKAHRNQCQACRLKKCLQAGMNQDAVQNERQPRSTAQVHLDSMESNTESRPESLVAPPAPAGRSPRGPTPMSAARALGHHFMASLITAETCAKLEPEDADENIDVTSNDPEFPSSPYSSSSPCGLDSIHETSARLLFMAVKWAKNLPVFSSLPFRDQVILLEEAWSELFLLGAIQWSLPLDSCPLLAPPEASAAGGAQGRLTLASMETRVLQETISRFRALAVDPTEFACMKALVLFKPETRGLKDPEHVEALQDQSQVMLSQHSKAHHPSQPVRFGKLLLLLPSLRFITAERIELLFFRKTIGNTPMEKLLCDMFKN
# Vif imaging: inhibitors of HIV Vif; AID 602346; hit rate 0.35% among 340,000; inhibition, % at 7.49 µM; HEK293T cells, Vif self-association by quenched fluorescence, imaging, 24 h; in the data active means inhibition above about 50%, passing the limit was not always enough; inconclusive means no clear call, values can overlap the other calls; inactive means below about 31%; further: some results filed as inactive read as strong as hits
# TRPM1 prom inh: MITF TRPM1 promoter inhibition in SK-MEL-5 cells; SK-MEL-5 TRPM1 promoter luciferase, 24 h; inhibition, % at 12.5 µM; hit rate 0.83% among 330,000;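 active means mean inhibition across replicates of 60% or more, whatever share of single replicates reaches that level; inconclusive means some that reach 60%, reason not given; inactive means mean inhibition across replicates below 60%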; further: values of inactives mirror those of a sister screen read the other way
# HIF-2a inh: HIF-2a inhibition. 786-0 RCC cells HIF-2a reporter, luciferase luminescence, overnight. inhibition, % at 18.8 µM. hit rate 0.72% among 360,000. AID 624352;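 active means inhibition of the luminescence signal of 40% or more relative to plate controls, in a single-dose primary screen at 18.75 µM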
# CF NFkB block: blocks PAF-induced NF-kB reporter in cystic fibrosis cells; KKLEB NF-kB-GFP reporter, GFP fluorescence overnight; inhibition, % at 5 µM; hit rate 0.86% among 360,000;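 active means at least 50% inhibition at 5 µM, scaled per plate between neutral and stimulator controls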;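 further: PAF is a Pseudomonas aeruginosa culture filtrate used as stimulus; plate controls were PAF-stimulated DMSO wells for no effect and unstimulated DMSO wells for full effect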
# KKLEB tox: CF airway cell cytotoxicity counter-screen | hit rate 0.36% among 360,000 | activity change (cytotoxicity), % at 5 µM | KKLEB CF airway cells viability, ATPlite luminescence, overnight; active compounds read low; cells stimulated with P. aeruginosa culture filtrate;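 active means corrected activity change at or below -50% at 5 µM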
# NR2E3 ag-2: NR2E3 (human) agonism; GST-NR2E3/biotin-RetCOR TR-FRET, 1536-well; hit rate 0.12% among 320,000; inhibition of corepressor binding, % at 4.78 µM; Q9Y5X4; AID 2300;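 active means percent inhibition above the cutoff of mean plus 3 SD of all tested compounds, set per screening campaign, cut at about 20% in these data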;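 further: 0% = DMSO wells and 100% = biotin wells as full block of FRET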
#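 Assay system: NR2E3–RetCOR corepressor complex. Quantity: 1.35 nM GST-NR2E3. Buffer or medium: pH 7.5 Tris-based buffer. Reagent: biotinylated RetCOR corepressor at 7 nM final. Schedule: 5 h at 4 °C. Detection: TR-FRET, emission read at 617 and 671 nm. Replicates: one well per compound, singlicate testing.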
# CaV13 FRET inh: Primary screen for inhibitors of IQ motif and Ca2+-dependent inactivation inhibitor domain binding in CACNA1D, Förster resonance energy transfer in living cells, …; AID 743397; hit rate 0.098% among 340,000; HEK cells, CFP/YFP FRET ICDI-IQ, plate reader, 10 min; percent FRET-ratio fall versus neutral wells; inhibition, % at 12.3 µM;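 active means mean replicate inhibition of at least 30% and at least 1% of replicates passing that level; inconclusive means only one of the two criteria is met; inactive means neither criterion is met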;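 further: 0% = median of the neutral control wells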
# PDI inh: blocks human protein disulfide isomerase activity | hit rate 0.052% among 350,000 | inhibition, % at 10 µM | P07237 | AID 588391 | PDI insulin aggregation turbidity, A650, 90 min;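 active means mean inhibition across replicates of 30% or more, whatever share of single replicates reach that level; inconclusive means mean inhibition below 30% while every single replicate reaches 30%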;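 further: absorbance from insulin aggregation driven by PDI reduction with DTT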
# Shn3 inh set2: inhibitors of Schnurri-3 3'UTR reporter in osteoblasts; hit rate 0.52% among 360,000; inhibition, % at 12.5 µM; Clone20 osteoblast Shn3 3'UTR firefly luciferase, 24 h;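 active means mean inhibition of at least 75% with every replicate also reaching 75%; inconclusive means mean inhibition at least 75% but some replicate below; inactive means mean inhibition below 75%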;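 further: 0% = median of neutral control wells and 100% = pilot-screen positive control compound; some compounds past the cut are filed as inactive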
# Peg3 prom inh: Peg3 promoter activity inhibition; HeLa PEG-Prom luciferase reporter, luminescence, overnight; inhibition, % at 20 µM; hit rate 1.7% among 360,000;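 active means inhibition of at least 50% at 20 µM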
# * hit, by the source's call; ? = inconclusive; / = no result given.
SMILES	NR2E3 ag-1	Vif imaging	TRPM1 prom inh	HIF-2a inh	CF NFkB block	KKLEB tox	NR2E3 ag-2	CaV13 FRET inh	PDI inh	Shn3 inh set2	Peg3 prom inh
COc1ccc(C)cc1NC(=O)C1CCN(S(=O)(=O)c2c(C)noc2C)CC1	-20	-1	20	12	10	2	3	-7	4	-11	10
COC(=O)c1c(C)[nH]c(C(=O)C(C)OC(=O)c2cnc(C)cn2)c1C (configuration not stated)	-24	-3	9	11	-5	1	1	1	-7	0	7
CN(C)CCCOc1nn(Cc2ccccc2)c2ccccc12	5	3	-5	-2	7	10	1	-4	4	8	1
CN(CC(=O)Nc1ccccc1Br)C(=O)c1cc(Cl)nc2ccccc12	-29	-3	5	18	4	-7	0	-5	5	1	-2
COC(=O)C1=C(C)N(CCCCCC(=O)O)C(=O)NC1c1ccccc1 (configuration not stated)	20	-5	7	5	-18	3	2	-5	-6	13	4
CN(C)c1ccc(C=c2c3cc([N+](=O)[O-])ccc3n3c2cc(-c2ccccc2)[n+]3C)cc1	-11	-32	95*	75*	-30	-52*	/	-7	1	86*	106*
O=S(=O)(c1ccc(F)cc1)N1CCN(Cc2cc3c(cc2Br)OCCO3)CC1	-23	-2	4	0	-3	-3	-3	-6	-2	14	7
CC(C)Cn1c(N)c(C(=O)CSc2nnnn2-c2ccc(Cl)cc2)c(=O)n(C)c1=O	-8	-2	9	10	4	-5	/	0	0	26	-6
CCC(C)(C)NC(=O)C(c1ccccc1Cl)N(C(=O)CCC(=O)Nc1cc(C)on1)C1CC1 (configuration not stated)	10	20	-1	11	5	2	0	-5	-7	8	11
CCc1ccccc1N1CSC2=C(C#N)C(c3cc(OC)c(OC)cc3OC)CC(=O)N2C1 (configuration not stated)	-13	-1	8	3	-13	-3	8	-4	-3	19	5
NC(=NCCc1c[nH]c2ccccc12)NS(=O)(=O)c1cc(F)ccc1F	23	-5	-1	18	-7	6	-3	-17	-8	-15	8
Cc1ccc(OCC(=O)N(Cc2ccc(C)o2)C2CCS(=O)(=O)C2)cc1 (configuration not stated)	-5	5	12	10	18	-11	2	-16	-13	-22	3
CCOC(=O)C1=C2SCC(=O)N2C(N)=C(C#N)C1	-26	?	1	13	5	2	2	-4	-4	-9	10
O=C(Cc1ccc(F)cc1)OCn1nnc2ccccc2c1=O	-19	18	2	14	6	-6	4	-3	-2	-12	4
COc1cc(CC(=O)OC2CCOC2=O)cc(OC)c1OC (configuration not stated)	-12	1	-11	-2	-8	-4	3	-4	-7	-7	20
COc1cccc(/C=N/n2c(N)c(S(=O)(=O)c3cccs3)c3nc4ccccc4nc32)c1OC	-1	0	25	3	54*	15	-1	-5	9	-14	4
COc1ccccc1NC(=O)c1cccc(NC(=O)c2ccco2)c1	7	0	-2	-21	-6	5	-1	0	-2	9	-7
CCC(C)n1ncn(-c2ccc(N3CCN(c4ccc(OC)cc4)CC3)cc2)c1=O (configuration not stated)	-7	-2	4	16	2	-3	-4	-4	-3	18	2
CNc1cc(-n2nc(C)cc2-c2ccccc2)ncn1	17	14	14	4	3	9	1	-5	2	2	2
C=C1CCC[C@]2(C)C[C@H]3OC(=O)C(CN4CCCCC4CO)[C@H]3CC12 (some centres not stated)	15	/	79*	-2	75*	-9	0	-18	-6	-27	62*
CCCN(CC(=O)Nc1ccccc1OC)C(=O)Cc1ccc2c(c1)CCC2	-9	-5	12	14	-22	-9	3	/	0	5	7
COc1cc(C(=O)NCc2ccc(C)cc2)ccc1OC(F)F	-4	5	-3	5	-8	-4	0	-12	1	3	11
Fc1ccc(CNC(=S)Nc2cccc(Cl)c2)cc1	10	10	-5	-18	-17	14	1	-5	-6	-8	8

# Complete entries as entered above. Values in the order: NR2E3 ag-1	Vif imaging	TRPM1 prom inh	HIF-2a inh	CF NFkB block	KKLEB tox	NR2E3 ag-2	CaV13 FRET inh	PDI inh	Shn3 inh set2	Peg3 prom inh
# Profile of COc1cccc(/C=N/n2c(N)c(S(=O)(=O)c3cccs3)c3nc4ccccc4nc32)c1OC : -1	0	25	3	54*	15	-1	-5	9	-14	4
# Profile of CCCN(CC(=O)Nc1ccccc1OC)C(=O)Cc1ccc2c(c1)CCC2 : -9	-5	12	14	-22	-9	3	/	0	5	7

# Molecules listed so far with a carbonyl joined to an NH by a bond outside any ring (6):
SMILES	NR2E3 ag-1	Vif imaging	TRPM1 prom inh	HIF-2a inh	CF NFkB block	KKLEB tox	NR2E3 ag-2	CaV13 FRET inh	PDI inh	Shn3 inh set2	Peg3 prom inh
COc1ccc(C)cc1NC(=O)C1CCN(S(=O)(=O)c2c(C)noc2C)CC1	-20	-1	20	12	10	2	3	-7	4	-11	10
CN(CC(=O)Nc1ccccc1Br)C(=O)c1cc(Cl)nc2ccccc12	-29	-3	5	18	4	-7	0	-5	5	1	-2
CCC(C)(C)NC(=O)C(c1ccccc1Cl)N(C(=O)CCC(=O)Nc1cc(C)on1)C1CC1 (configuration not stated)	10	20	-1	11	5	2	0	-5	-7	8	11
COc1ccccc1NC(=O)c1cccc(NC(=O)c2ccco2)c1	7	0	-2	-21	-6	5	-1	0	-2	9	-7
CCCN(CC(=O)Nc1ccccc1OC)C(=O)Cc1ccc2c(c1)CCC2	-9	-5	12	14	-22	-9	3	/	0	5	7
COc1cc(C(=O)NCc2ccc(C)cc2)ccc1OC(F)F	-4	5	-3	5	-8	-4	0	-12	1	3	11

# Bioassay records (PubChem BioAssay)
